# DT40 TDP1 CPT: DT40-hTDP1 cell growth loss with CPT; chicken DT40 Tdp1-/-;hTDP1 cells + 20 nM CPT, ATP luminescence, 48 h; Potency, µM (highest dose often 46.2 µM), without a hit: at the highest dose activity change, negative = growth inhibition, usual class: inhibitors; actives 12% (n = 420,000); AID 686979; note: nearly all actives have a fitted effect of over 55% in size
#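 Chicken DT40 Tdp1-/- cells stably complemented with human TDP1 were seeded at 400 cells/well in medium containing 20 nM camptothecin, exposed to pin-transferred compounds, and grown at 37 °C for at least 48 hr. Viability was read as ATP luminescence.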
# FEN1 inh: human FEN1 inhibition; actives 0.35% (n = 390,000); Recombinant FEN1 flap cleavage, fluorescence, 15 min; Potency, µM (series often up to 114 µM), for the others: at the top dose activity change, negative = inhibition, most hits filed as inhibitors; note: nearly all actives have a fitted effect of over 65% in size
#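 In this screen, 50 nM flap DNA substrate was added to 10 nM FEN1 pretreated with compound for 15 min at room temperature; cleavage was followed with reads at 0 and 15 min, and Hill fitting gave concentration–response parameters.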
# KAT2A inh: GCN5L2 (KAT2A) acetyltransferase inhibition; Q92830; GCN5L2 HAT assay, ThioGlo1 CoA-SH fluorescence; Potency, µM (series often up to 58.9 µM), without a hit: top-dose activity change, negative = inhibition, hits mostly inhibitors; actives 0.21% (n = 390,000)
# Target sequence (Q92830 whole entry, looked up): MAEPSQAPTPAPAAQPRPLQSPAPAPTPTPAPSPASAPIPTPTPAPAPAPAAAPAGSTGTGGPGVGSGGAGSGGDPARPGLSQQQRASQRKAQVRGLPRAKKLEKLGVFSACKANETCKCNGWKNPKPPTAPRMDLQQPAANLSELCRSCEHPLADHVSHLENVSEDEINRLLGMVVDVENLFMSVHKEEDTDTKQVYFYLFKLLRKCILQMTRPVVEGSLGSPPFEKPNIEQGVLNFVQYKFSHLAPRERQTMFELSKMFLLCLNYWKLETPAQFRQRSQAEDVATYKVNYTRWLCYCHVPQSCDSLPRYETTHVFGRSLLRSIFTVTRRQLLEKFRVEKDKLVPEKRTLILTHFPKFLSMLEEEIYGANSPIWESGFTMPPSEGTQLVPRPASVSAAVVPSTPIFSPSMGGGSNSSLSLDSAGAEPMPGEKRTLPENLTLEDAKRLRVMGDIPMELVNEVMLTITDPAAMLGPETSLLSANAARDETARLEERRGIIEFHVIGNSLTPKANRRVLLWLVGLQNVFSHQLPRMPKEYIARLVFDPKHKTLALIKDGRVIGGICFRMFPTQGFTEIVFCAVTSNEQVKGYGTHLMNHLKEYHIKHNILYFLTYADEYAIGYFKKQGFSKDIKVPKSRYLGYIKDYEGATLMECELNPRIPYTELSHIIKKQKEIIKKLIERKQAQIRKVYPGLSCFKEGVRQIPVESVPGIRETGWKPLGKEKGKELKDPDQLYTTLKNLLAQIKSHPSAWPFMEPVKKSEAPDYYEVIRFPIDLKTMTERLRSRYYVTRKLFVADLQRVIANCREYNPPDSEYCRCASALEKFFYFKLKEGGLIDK
#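 ThioGlo1-coupled HAT assay: 20nM GCN5L2, 70uM acetyl-CoA, 75uM H3(1-25) peptide, pH 7.5. Fluorescence read at 340/540nm at start and after 20 min at room temperature.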
# * hit, by the source's call; ? = inconclusive; . = no result given; [ ] = another dose, or the depositor's remark. Calls come from the whole dose curve; as a rule, active = well fitted curve in the direction sought with a large enough effect; inconclusive = small, poorly fitted or top-dose-only effect, or another doubt; inactive = no such curve, though single readings can be large; an effect the other way counts as inactive or inconclusive. % is set by controls: 0 for no effect and ±100 for the full control effect; potency is the fitted concentration of half-maximal effect.
# Below each compound – FEN1 inh	KAT2A inh	DT40 TDP1 CPT
- CN(CC(=O)Nc1cccc(F)c1)C(=O)CCc1nc2cc(S(=O)(=O)N3CCOCC3)ccc2n1C
  9.9%	1.0%	1.9%
- O=C(COC(=O)COc1ccc2ccccc2c1)NC1CCCc2ccccc21 (stereo unspecified)
  4.3%	-6.7%	4.0%
- O=C(CCN1C(=O)/C(=C/c2ccc(F)cc2)SC1=S)NCCCn1ccnc1
  2.2%	-10.8%	18.3%
- CC1(C)OC2CC3C4CC(F)C5=CC(=O)C=CC5(C)C4C(O)CC3(C)[C@]2(C(=O)CO)O1 (stereo partly specified)
  .	1.4%	-25.4%
- COc1cccc(NC(=O)CSc2nc(-c3ccccc3)nc3c2Cc2cc(Cl)ccc2O3)c1
  -0.2%	-1.1%	10.1%
- FC(F)(F)c1nc2ccccc2n2c(-c3ccc(Cl)cc3Cl)nnc12
  -5.0%	-22.0%	20.6µM*
- CNC(=O)C12N=CNN=C1N(C)C(=O)N2C (stereo unspecified)
  1.5%	1.6%	11.4%
- CCN(CC)CCN(C(=O)c1ccccc1OC)c1nc2ccc(F)cc2s1
  -18.9%	-1.9%	?
- CCCc1cc(=O)[nH]c(SCCOc2ccc(Cl)cc2)n1
  10.2%	3.3%	-1.6%
- Cc1ccc(CCNC(=O)C2CCCN(S(=O)(=O)c3cnc[nH]3)C2)cc1 (stereo unspecified)
  16.7%	3.0%	-24.2%
- CC(C)(C)c1cc(CCC(=O)NN)cc(C(C)(C)C)c1O
  -3.6%	1.0%	5.4%
- Cc1cc(OCCCCCn2ccnc2)cc(C)c1Cl
  -11.6%	-2.7%	?
- COc1cc(/C=C/C(=O)N2CCN(c3n[nH]c(=O)[nH]c3=O)CC2)cc(OC)c1OC
  2.1%	-4.6%	?
- CS(=O)(=O)Nc1cccc(C(=O)OCCCOc2ccc(F)cc2)c1
  3.5%	-17.6%	-18.2%
- C=CCn1cc(C(=O)OC)c(=O)c2cc(S(=O)(=O)N(CC)CC)ccc21
  7.4%	-4.3%	-2.2%
- COc1ccc(Nc2nc(N(C)c3ccccc3)nc(N)c2[N+](=O)[O-])cc1
  -4.3%	?	-4.9%
- COc1cccc(N2CCN(c3ccc4nnc(CCC(=O)Nc5ccc(F)cc5)n4n3)CC2)c1
  2.3%	0.2%	6.0%
- COc1c(Cl)cc(Cl)cc1C(=O)Nc1ccc(NC(=O)c2cccs2)cc1
  -5.1%	-4.1%	?
- CCOc1cc(NC(=O)CC(C)C)c(OCC)cc1NC(=O)CCn1nnc2ccccc21
  -16.5%	-2.7%	-8.4%
- Cc1sc2nc(-c3cccnc3)nc(Cl)c2c1-c1ccccc1
  -14.9%	-7.9%	-14.9%
- CC(=O)c1ccc(OCC(O)CNCc2ccc3c(c2)OCO3)cc1 (stereo unspecified)
  -7.1%	1.5%	-17.9%
- CCOC(=O)C1=C(C)N(C[C@@H]2CC[C@@H](Cc3ccc(-c4ccccc4)cc3)O2)C(=O)NC1c1ccc(Cl)cc1 (stereo partly specified)
  10.8%	-9.9%	?
- Cc1ccc(NC(=O)CSc2ccccc2NC(=O)c2cccc(Cl)c2)cc1Cl
  2.6%	-3.3%	-54.3%
- CC(C)c1nnc(NC(=O)CC23CC4CC(CC(C4)C2)C3)s1
  -11.1%	-10.5%	-24.5%
- COc1ccc2[nH]c3c(c2c1)CCN1C(=O)C(CC(=O)NCCC2=CCCCC2)C[C@H](C(=O)N2CCCCC2)[C@@]31C (stereo partly specified)
  -0.1%	-8.9%	23.1µM*
- COc1ccc(C(CNC(=O)C(=O)NC2CCCC2)N2CCN(C)CC2)cc1 (stereo unspecified)
  -10.0%	-3.4%	7.6%
- O=C(COC(=O)CCN1C(=O)C2CC=CCC2C1=O)NCCc1ccccc1 (stereo unspecified)
  -1.0%	?	-1.5%
- Cc1ccc(C2c3c(oc4ccccc4c3=O)C(=O)N2c2ccc(C)cn2)cc1 (stereo unspecified)
  -4.3%	-3.5%	14.6%
- CC1=CC(C)(C)N(C(=O)c2ccc(F)cc2)c2cc3c(cc21)OCO3
  -22.6%	-17.3%	?
- COc1ccc(/C(CC2OC(=O)c3ccccc32)=N\NC(N)=O)cc1 (stereo unspecified)
  7.9%	-1.3%	4.6%
- COc1cc(NC(=O)COC(=O)CC(NC(C)=O)c2ccccc2)cc(OC)c1 (stereo unspecified)
  -0.1%	0.6%	-13.6%
- COc1ccc(Cl)cc1C(=O)NNC(=O)COC(=O)c1cccs1
  0.6%	2.9%	?
- CC(=O)Nc1ccc(NS(=O)(=O)c2cc(-c3n[nH]c(=O)c4ccccc34)ccc2C)cc1
  -16.9%	-2.8%	0.4%
- Cc1ccc(-n2nc(C(=O)NCc3ccc(F)cc3Cl)c3c4ccccc4n(C)c3c2=O)cc1
  -19.4%	0.7%	-14.0%
- CC(=O)C1=C(O)CCC1=NCCc1ccccc1
  9.8%	-1.2%	-16.7%
- CC1(C)OC2OC(COC(=O)c3ccccc3)C3OC(C)(C)OC3C2O1 (stereo unspecified)
  0.4%	-4.0%	-4.5%
- COc1ccc(CN(C(=O)Nc2cccc(Cl)c2)c2ccccn2)cc1OC
  -3.1%	-16.5%	?
- COC(=O)CCCC1=CC2=C(c3ccccc3)C(=O)C(C)(OC(=O)C3CCCC3)C(=O)C2=CN1CC1CC1 (stereo unspecified)
  10.4%	-25.9%	-10.7%
- Cc1ccc(S(=O)(=O)Nc2ccccc2CNC2CCCCC2)cc1
  -7.4%	-4.2%	-4.8%
- COc1ccc2c(CNC3CCC(C)CC3)c(C(=O)O)n(Cc3ccccc3)c2c1 (stereo unspecified)
  -9.7%	-0.7%	?
- O=C(Nc1ccc(Cl)cc1)C1CCCC1
  22.9%	0.0%	4.5%
- Cc1ccc(NC(=O)CN(C)C(C)C(=O)Nc2ccc(S(=O)(=O)N3CCCC3)cc2)cc1 (stereo unspecified)
  0.7%	-14.7%	18.4µM*
- Cc1cccc(-c2nnc(SCCOc3ccc4c(C)cc(=O)oc4c3)o2)c1
  -0.9%	1.2%	?
- O=C(COC(=O)c1ccccc1OCCOc1ccccc1)Nc1ccc(Br)cc1
  -20.5%	.	-6.1%
- CCOC(=O)c1c[nH]n(-c2ccc(C)cc2)c1=O
  -3.7%	1.1%	-11.0%
- CC(C)(C)S(=O)N1Cc2cc(CO)ccc2[C@@H]1CCO (stereo partly specified)
  -4.3%	.	-18.8%
- O=C(CCCOc1ccc(Cl)cc1)N1CCCCCC1
  -15.3%	-1.5%	?
- CCC(=NNC(=O)c1ccc2c(c1)nc(C)n2CC)c1cc(F)ccc1O
  -10.3%	-12.2%	13µM*
- Cc1cc(NC(=O)CSc2nnc(-c3cccnc3)n2C)no1
  -12.7%	-3.3%	-1.0%
- CCOC(=O)N/N=C/c1ccc(N(CC)CC)cc1O
  -13.9%	-6.0%	8.2µM*
- CCOc1ccc(NC(=O)CCC(=O)NNC(=O)c2cccc([N+](=O)[O-])c2)cc1
  -9.9%	-0.1%	8.7%
- O=C(N/N=C1/CC(c2ccccc2)Oc2ccccc21)C1CC1 (stereo unspecified)
  -2.2%	-9.2%	?
- Cc1ccccc1N/C(SCc1ccc(Cl)cc1)=C(/C#N)C(N)=O
  -1.3%	2.0%	?
- CN1CCN(C2Cc3ccc(Cl)cc3Sc3ccc(F)cc32)CC1 (stereo unspecified)
  -10.8%	.	?
- CCN(CC)S(=O)(=O)c1cccc2cccnc12
  -11.1%	-2.8%	-11.9%
- O=S(=O)(NN1CCOCC1)c1ccc(Br)s1
  -26.3%	-27.0%	-13.5%
- CN1CCN(c2ccc(NC(=O)Cc3ccccc3)cc2)CC1
  2.6%	5.7%	-8.3%
- COC(=O)c1cccc(NC(=O)CN2CCN(Cc3ccccc3)CC2)c1
  2.4%	3.1%	-2.9%
- CCOC(=O)c1cn2nc(Oc3ccccc3)ccc2n1
  4.6%	-2.9%	?
- COc1ccc(CC(NC(C)=O)C(=O)NC2CCN(C(=O)c3ccc(OC)c(OC)c3)CC2)cc1OC (stereo unspecified)
  3.2%	-9.3%	7.7%

# Structural class, the compounds so far containing bromine (two)
# Below each compound – FEN1 inh	KAT2A inh	DT40 TDP1 CPT
- O=C(COC(=O)c1ccccc1OCCOc1ccccc1)Nc1ccc(Br)cc1
  -20.5%	.	-6.1%
- O=S(=O)(NN1CCOCC1)c1ccc(Br)s1
  -26.3%	-27.0%	-13.5%

# Additional entries.
# Below each compound – FEN1 inh	KAT2A inh	DT40 TDP1 CPT
- COC(=O)Cn1c(=O)c2c(nc3n2CCCN3CCc2ccc(OC)c(OC)c2)n(C)c1=O
  15.0%	4.7%	-8.4%
- Cc1cc(=O)[nH]c(SCC(=O)Nc2ccnc3ccccc23)n1
  -11.5%	3.6%	12.3%
- CCOc1ccc(CN2CCN(Cc3ccc4cc(F)ccc4n3)CC2CCO)cc1 (stereo unspecified)
  18.0%	-14.3%	-4.4%
- O=C(O)[C@H](Cc1ccccc1)NC(=O)C(c1ccccc1)(c1ccccc1)c1ccccc1
  -7.6%	2.0%	2.9%
- O=C(C1COc2ccccc2O1)N1CCN(S(=O)(=O)c2cc(F)ccc2F)CC1 (stereo unspecified)
  -10.9%	-7.0%	-14.0%
- Cc1c(C(=O)N(C)C2CCCCC2)sc2ncnc(N3CCN(c4ccccc4F)CC3)c12
  7.8%	-6.2%	18.4µM*
- C[C@H](NC(=O)[C@@H]1Cc2ccccc2CN1C(=O)OC(C)(C)C)C(=O)NCC1CCCO1 (stereo partly specified)
  18.4%	-14.8%	-5.8%
- CCN=C1SC(CC(=O)NC(C)c2ccccc2)C(=O)N1CC (stereo unspecified)
  -8.3%	-3.8%	-3.7%
- O=C(Oc1ccc2ccc(=O)oc2c1)C1CCCCC1
  -3.4%	-2.1%	0.5%
- Cc1ccc(N2C(=O)CC(Sc3ccccc3C(=O)O)C2=O)cc1 (stereo unspecified)
  -9.0%	0.5%	7.31µM*
- CCOc1ccccc1NC(=O)NCCc1c[nH]c2ccccc12
  -21.5%	-26.5%	0.5%
- O=C(O)C(c1ccccc1)C1(O)CCCC1 (stereo unspecified)
  2.3%	-1.5%	-5.3%
- COC(=O)c1c(C)nc2ccccc2c1C(=O)O
  0.7%	14.8%	13.5%
- CCCc1cc(=O)oc2c(C)c(OC(C)C(=O)NCC(O)c3ccccc3)ccc12 (stereo unspecified)
  -10.6%	-4.0%	?
- CCSc1nnc(NC(=O)c2cc(=O)c3cc(C)c(C)cc3o2)s1
  ?	-7.5%	-1.4%
- COC(=O)c1ccc(NC(=S)NNC(=O)CC(C)C)cc1
  -16.7%	44.5%[activator]	-15.1%
- O=c1c2ccccc2ncn1-c1ccc([N+](=O)[O-])cc1[N+](=O)[O-]
  2.3%	-6.5%	16.4µM*
- CCc1ccc(OCCOCC(O)CNC2CCCC2)cc1 (stereo unspecified)
  10.6%	-1.7%	?
- Cc1ccccc1CS(=O)(=O)c1nnc([C@H](Cc2ccccc2)NC(=O)OC(C)(C)C)o1
  ?	?	0.651µM*
- c1ccc(-c2nc(NCC3CCCO3)c3oc4ccccc4c3n2)cc1 (stereo unspecified)
  -22.7%	-10.9%	-19.7%
- Cc1cccc(N2C(=S)N=C(Nc3c(C)cccc3C)C23CCOC(C)(C)C3)c1 (stereo unspecified)
  8.6%	-17.6%	-24.5%
- O=C(COC(=O)/C=C/c1ccccc1[N+](=O)[O-])NNC(=O)c1ccc(F)cc1
  -7.0%	-6.9%	-3.0%
- CC(=O)N1c2ccc(S(=O)(=O)NCC3CCC(C(=O)Nc4ccccc4C)CC3)cc2CC1C (stereo unspecified)
  -12.4%	-1.4%	25.9µM*
- Cc1cc(O)c(C=O)c2c1C(=O)Oc1c(CO)c(O)c3c(c1O2)C(O)OC3=O (stereo unspecified)
  3.55µM*	15.8µM*	-0.6%
- CC(=O)c1nn(-c2ccc(Br)cc2)cc1C(=O)c1ccccc1
  -2.8%	-3.0%	4.6%
- COc1ccc(NC(=O)CSc2nnc(-c3cccs3)n2Cc2ccco2)cc1OC
  -22.6%	2.3%	?
- Cc1ccc(NC(=O)CSc2nc3ccc(NC(=O)CCc4ccccc4)cc3s2)cc1
  3.4%	-8.1%	?
- COc1ccc(-c2oc3ccccc3c2C(=O)OCc2ccccc2OC)cc1
  7.7%	-25.5%	?
- CCc1ccc(N(C(=O)c2csnn2)C(C(=O)NC(C)(C)CC)c2ccccn2)cc1 (stereo unspecified)
  -3.1%	-0.6%	?
- CCSc1nc(N2CCOCC2)c2c(c1C#N)CC(C)(C)N(C)C2
  -6.3%	-2.2%	?
- Cc1ccccc1Nc1nnc(SCc2cc([N+](=O)[O-])cc3c2OCOC3)s1
  -8.8%	1.5%	-25.3%
- COc1cc(CNCCSc2nnnn2C)ccc1OCc1ccccc1C
  -4.5%	-1.8%	16.4µM*

# Only part of the results is shown; count on the stated rates, not on these rows.
